# LAP4 TOR yeast: yeast TOR pathway LAP4-GFP modulation; S. cerevisiae LAP4-GFP multiplex, flow cytometry GFP, 3 h; median GFP as percent of DMSO wells; GFP response vs DMSO, % at 10 µM; hit rate 0.34% among 320,000;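 active means GFP response vs DMSO above a set limit, about the screen mean plus 3 SD, cut at about 150% in these data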
# RPL19A-GFP yeast: yeast TOR pathway RPL19A-GFP modulation. hit rate 0.3% among 330,000. AID 2025. S. cerevisiae RPL19A-GFP strain, flow cytometry, 3 h; active compounds read low. percent response vs DMSO, % at 10 µM;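 active means percent response vs DMSO below 50%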;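 further: median channel GFP fluorescence of the barcoded RPL19A-GFP strain; ratio of sample median GFP to plate DMSO average so 100% = DMSO; lower means less RPL19A-GFP as with rapamycin TOR inhibition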
# MEP2-GFP yeast: alters MEP2-GFP fluorescence in TOR pathway yeast screen; GFP response vs DMSO, % at 10 µM; hit rate 0.51% among 330,000; AID 2016; S. cerevisiae MEP2-GFP strain, flow cytometry GFP, 3 h; 100% = DMSO control level;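 active means GFP response versus DMSO above a set limit, roughly screen mean plus 3 SD, cut at about 180% in these data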;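 further: median GFP fluorescence of the barcode-gated MEP2-GFP cells per well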
# VLA-4 inh: inhibition in a human VLA-4 binding assay; P13612; VLA-4 expressing cells, ligand binding flow cytometry; inhibition, % (about 7 µM as worked out from the volumes in the protocol); hit rate 0.2% among 330,000; AID 2557; in the data active means inhibition above about 50%
# CIT2 TOR yeast: modulators of TOR pathway CIT2-GFP in S. cerevisiae; S. cerevisiae CIT2-GFP strain, flow cytometry, 3 h; 100 means same as DMSO wells; GFP response vs DMSO, % at 10 µM; hit rate 0.065% among 320,000; AID 2029;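 active means GFP response relative to DMSO above a set limit, near the screen mean plus 3 SD, cut at about 150% in these data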;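 further: ratio of well median GFP fluorescence to mean of DMSO wells on the plate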
# JMJD2C inh: inhibitors of human GASC-1 (JMJD2C) demethylase. GST-JMJD2C(1-420) H3K9me3 demethylation, DELFIA europium. inhibition, % at 2.35 µM. hit rate 0.069% among 330,000;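 active means more than half of a compound's replicate wells show inhibition beyond 50%, single wells judged on their own value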;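 further: signal counts dimethyl H3K9 product captured on neutravidin plate; 0% = median of DMSO wells and 100% = 0.3 times that DMSO median; strong numbers were not always called active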
# Target sequence (Q9H3R0 1-420 limits assumed): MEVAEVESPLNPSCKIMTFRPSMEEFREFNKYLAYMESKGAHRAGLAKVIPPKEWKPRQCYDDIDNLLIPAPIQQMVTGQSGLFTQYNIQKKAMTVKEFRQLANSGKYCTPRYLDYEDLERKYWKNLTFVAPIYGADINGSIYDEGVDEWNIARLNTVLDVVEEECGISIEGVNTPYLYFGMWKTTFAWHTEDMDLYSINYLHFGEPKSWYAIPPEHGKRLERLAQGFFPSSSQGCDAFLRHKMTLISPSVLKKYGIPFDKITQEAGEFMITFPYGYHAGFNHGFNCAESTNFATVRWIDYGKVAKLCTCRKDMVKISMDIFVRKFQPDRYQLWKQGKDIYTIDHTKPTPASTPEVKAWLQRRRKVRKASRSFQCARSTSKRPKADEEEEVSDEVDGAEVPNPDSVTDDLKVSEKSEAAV
# AGP1-GFP MLPCN: modulators of TOR pathway AGP1-GFP in S. cerevisiae | S. cerevisiae AGP1-GFP multiplex flow cytometry, 3 h; GFP as percent of DMSO wells | GFP response vs DMSO, % at 10 µM | hit rate 0.02% among 320,000;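 active means GFP response relative to DMSO above a set limit, near screen average plus 3 SD, cut at about 150% in these data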;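 further: median GFP channel fluorescence of the gated AGP1 strain per well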
# GRK2 aptamer HTS: inhibitors of human GRK2 displacing RNA aptamer; P25098; bead flow cytometry, FAM-aptamer displacement from GRK2; inhibition of aptamer binding, % at 10 µM; hit rate 0.59% among 330,000;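 active means inhibition of aptamer binding above 40%, roughly 3 SD of noise, on plates passing a quality check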;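 further: median bead fluorescence of bound FAM aptamer so fluorescent compounds give negative values; no value below 0 was filed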
# Target sequence (P25098 whole entry, looked up): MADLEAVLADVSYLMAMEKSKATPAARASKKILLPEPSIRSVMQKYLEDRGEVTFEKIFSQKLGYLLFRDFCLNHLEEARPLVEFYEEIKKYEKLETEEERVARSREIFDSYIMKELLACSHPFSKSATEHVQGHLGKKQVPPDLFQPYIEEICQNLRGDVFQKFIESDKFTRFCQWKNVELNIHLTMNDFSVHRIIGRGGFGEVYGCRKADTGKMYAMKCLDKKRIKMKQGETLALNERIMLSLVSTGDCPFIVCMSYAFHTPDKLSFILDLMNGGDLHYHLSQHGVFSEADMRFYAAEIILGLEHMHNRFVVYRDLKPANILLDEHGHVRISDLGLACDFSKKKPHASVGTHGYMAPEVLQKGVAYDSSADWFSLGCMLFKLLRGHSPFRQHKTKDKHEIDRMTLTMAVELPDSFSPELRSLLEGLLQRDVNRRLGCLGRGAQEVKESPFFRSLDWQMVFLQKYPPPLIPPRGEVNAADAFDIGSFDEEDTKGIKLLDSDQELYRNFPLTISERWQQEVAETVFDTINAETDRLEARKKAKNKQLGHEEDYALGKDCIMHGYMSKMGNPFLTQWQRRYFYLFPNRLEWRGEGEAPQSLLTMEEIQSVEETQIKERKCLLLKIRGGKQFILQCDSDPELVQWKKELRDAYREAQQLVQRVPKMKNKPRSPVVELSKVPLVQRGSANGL
# * hit, by the source's call; . = no result given.
# Sample of the layout, 3 compounds:
SMILES,LAP4 TOR yeast,RPL19A-GFP yeast,MEP2-GFP yeast,VLA-4 inh,CIT2 TOR yeast,JMJD2C inh,AGP1-GFP MLPCN,GRK2 aptamer HTS
O=C(CCn1cncn1)N1CCN(S(=O)(=O)c2ccc(Cl)cc2)CC1,94.1,111.6,99.0,-9.8,104.6,-0.7,103.7,0.0
O=C(NCc1ccccc1)C1=C[C@H](C2CCCCC2)C[C@H](OCCCCO)O1,138.4,101.8,96.7,-2.0,114.9,0.5,95.8,0.0
COc1ccc(N2CC(C(=O)Nc3ccc(S(=O)(=O)N4CCCC4)cc3)CC2=O)cc1 (stereo not drawn),94.2,102.0,100.2,-4.2,109.1,-22.8,104.1,0.0

# The listing, repeating the preview:
SMILES,LAP4 TOR yeast,RPL19A-GFP yeast,MEP2-GFP yeast,VLA-4 inh,CIT2 TOR yeast,JMJD2C inh,AGP1-GFP MLPCN,GRK2 aptamer HTS
O=C(CCn1cncn1)N1CCN(S(=O)(=O)c2ccc(Cl)cc2)CC1,94.1,111.6,99.0,-9.8,104.6,-0.7,103.7,0.0
O=C(NCc1ccccc1)C1=C[C@H](C2CCCCC2)C[C@H](OCCCCO)O1,138.4,101.8,96.7,-2.0,114.9,0.5,95.8,0.0
COc1ccc(N2CC(C(=O)Nc3ccc(S(=O)(=O)N4CCCC4)cc3)CC2=O)cc1 (stereo not drawn),94.2,102.0,100.2,-4.2,109.1,-22.8,104.1,0.0
COCCCNC(=O)c1ccc2c(=O)n(Cc3ccc(Cl)cc3)c(=S)[nH]c2c1,97.6,98.8,104.8,17.3,96.0,-7.8,102.3,0.0
O=C(Nc1ccccc1)c1cnc2ccccc2n1,94.0,105.3,97.6,-6.6,99.7,-3.6,101.3,0.0
Cc1ccc(C(=O)CC2SC(N)=NC2=O)cc1 (stereo not drawn),100.3,101.2,103.8,-16.5,101.3,10.2,106.9,4.0
NC1=NC(c2ccc([N+](=O)[O-])cc2)N(c2ccc(F)cc2)C(N)=N1 (stereo not drawn),104.6,102.9,107.2,7.2,107.5,-11.2,107.0,0.0
CCCCCCCCS(=O)C1CS(=O)(=O)CC1O (stereo not drawn),91.4,94.0,95.4,10.6,92.0,4.5,98.9,4.0
CNC(=S)Nc1sc2c(c1C(=O)OC)CCC2,98.0,106.5,102.7,16.6,103.7,2.7,90.0,2.0
CCOC(=O)C[C@H]1c2ccc(C(F)(F)F)cc2S(=O)(=O)N1C(C)(C)C,97.8,96.9,97.6,4.9,88.5,-8.1,90.9,2.0
CC(NCC(O)COc1ccc2ccccc2c1)c1ccccc1 (stereo not drawn),76.5,89.1,92.5,10.7,88.4,-15.7,84.8,0.0
COc1cc2c(cc1OC)CN(C(=O)COc1ccccc1C#N)CC2,98.9,97.9,96.7,0.7,102.8,-4.3,90.4,0.0
CS(=O)(=O)c1ccc(C(=O)OCC(=O)NNC(=O)COc2ccc(Cl)cc2)cc1,102.8,96.9,96.0,-3.5,93.1,-11.8,103.0,0.0
CCOc1cccc(/C=N/NC(=O)c2ccc3c(c2)OCCO3)c1O,106.1,104.1,98.7,4.5,103.1,-1.8,106.2,0.0
COc1cccc(NC(=O)COC(=O)Cc2ccccc2[N+](=O)[O-])c1,99.4,96.4,94.8,22.2,96.5,-0.6,105.5,4.0

# Quoted from the listing:
# CCOc1cccc(/C=N/NC(=O)c2ccc3c(c2)OCCO3)c1O @ AGP1-GFP MLPCN: 106.2
# CC(NCC(O)COc1ccc2ccccc2c1)c1ccccc1 (stereo not drawn) @ AGP1-GFP MLPCN: 84.8

# Later entries:
SMILES,LAP4 TOR yeast,RPL19A-GFP yeast,MEP2-GFP yeast,VLA-4 inh,CIT2 TOR yeast,JMJD2C inh,AGP1-GFP MLPCN,GRK2 aptamer HTS
CC(C)(C)C(=O)Nc1nnc(SCC(=O)NC2CCCC2)s1,91.1,99.7,102.2,11.6,94.2,-37.9,93.0,0.0
CCC(=O)Nc1c(C#N)c2nc3ccccc3nc2n1-c1ccccc1C,95.8,95.0,93.9,9.4,90.0,-10.9,93.1,2.0
Cc1cc(/C=C(/C#N)C(=O)Nc2ccc(Cl)cc2)c(C)n1-c1cccnc1,98.0,97.4,88.8,-6.4,84.1,-7.0,102.0,2.0
Cc1ccc(NC(=S)N2CCCC(c3nc4ccc(C)cc4[nH]3)C2)c(C)c1 (stereo not drawn),96.5,102.2,102.5,1.5,103.5,2.5,100.5,0.0
Cc1ccc2c(C)nc(Nc3nc(CSc4nc5ccccc5[nH]4)cc(=O)[nH]3)nc2c1,90.8,92.4,93.0,-5.5,.,0.3,101.6,0.0
CSc1ccc(CN(C)C(=O)CNC(=O)CNS(=O)(=O)c2ccc(C)c(C)c2)cc1,86.9,97.0,105.5,7.2,92.7,3.4,92.8,0.0
COc1ccc(/C(C)=N\NC(=O)C(c2ccncc2)N2CCOCC2)cc1 (stereo not drawn),98.4,99.6,104.4,2.7,97.0,10.7,95.1,2.0
CC(C)C[C@@H](CO)N1CCN(Cc2cccc(C#N)c2)CCC1=O,107.4,92.3,91.3,38.2,64.7,-10.9,81.7,0.0
Cc1ccc(-n2c(C)cc(/C=c3/sc4nc5ccccc5n4c3=O)c2C)cc1,102.3,98.2,109.7,-3.8,101.8,-5.0,.,1.0
CC(=O)NC12CC3CC(C1)CC(C(=O)Nc1nc4ccc(F)cc4s1)(C3)C2,99.7,102.7,102.0,-8.0,103.3,7.3,99.7,0.0
CN(C)CCCN(C(=O)COc1ccccc1)c1nc2cc3c(cc2s1)OCO3,94.8,92.1,82.7,-16.7,108.6,0.0,100.2,0.0
CN1C(=O)C2(C(C#N)=C(N)N(c3cc(Cl)cc(Cl)c3)C3=C2C(=O)CCC3)c2ccccc21 (stereo not drawn),97.1,97.9,100.1,-3.4,99.8,-3.8,98.4,0.0
CCc1nc2ccccc2n1CCC(C)C,102.1,102.8,105.4,19.4,99.5,-9.1,100.3,0.0
COc1ccccc1N=Nc1nc(-c2ccccc2)c(-c2ccccc2)[nH]1,96.3,95.3,97.6,-59.0,103.8,3.3,93.1,1.0
CCCC(=O)Nc1ccc(C(=O)/C=C/c2ccc(SC)cc2)cc1,104.5,92.7,92.4,10.7,88.2,5.0,86.5,0.0
COC(=O)c1cccc(NC(=O)c2ccc(OC)c(Cl)c2)c1,113.6,97.6,93.6,9.8,97.4,-1.3,101.5,1.0
Cc1ccc(N(C(=O)Cc2cccs2)C(C(=O)NC2CCCCC2)c2ccccn2)cc1C (stereo not drawn),89.5,99.6,99.6,14.9,96.3,-2.0,92.5,4.0
CSc1snc(SCC(N)=O)c1C#N,99.1,.,107.0,2.3,102.1,2.4,103.6,0.0
Cc1ccc(-c2nn(-c3ccccc3)cc2/C=N/n2c(-c3cccs3)n[nH]c2=S)cc1,106.6,96.9,98.4,2.5,94.8,-8.0,99.0,1.0
CCOC(=O)c1cccc(NC(=O)/C=C/c2ccc3c(c2)OCO3)c1,82.4,97.5,95.6,18.6,97.5,11.2,89.9,2.0
CC1CCCCC1NC(=O)Cn1nnc(-c2ccc(Cl)cc2)n1 (stereo not drawn),99.7,96.9,102.1,17.8,101.4,-3.6,106.9,0.0
O=C(COC(=O)CCc1nc2ccccc2c(=O)[nH]1)NC(=O)NC1CCCC1,102.2,102.3,104.1,12.9,101.2,2.7,97.9,5.0
O=C(CN1C(=O)NC(Cc2c[nH]c3ccccc23)C1=O)NC1CCCCC1 (stereo not drawn),104.2,100.4,101.6,-4.7,95.7,-5.9,102.5,0.0
COC(=O)c1ccccc1NC(=O)c1sc(N)nc1C,102.3,97.8,105.6,9.6,95.2,1.0,94.5,4.0
CC(C)CC1=NN(C(=O)c2ccco2)C(O)(C(F)(F)F)C1 (stereo not drawn),95.2,97.0,98.3,12.3,105.1,5.8,100.8,0.0
CCOc1cc(C(=O)CCC(=O)OCC(=O)Nc2ccc(C)c(S(=O)(=O)N(C)C)c2)ccc1O,103.8,104.8,104.3,11.8,105.2,-20.0,97.1,0.0
Cc1c(NC(=O)/C=C/c2ccc(S(=O)(=O)N3CCOCC3)cc2)c(=O)n(-c2ccccc2)n1C,104.9,103.5,111.6,8.0,106.3,1.7,107.2,2.0
Cc1cccc(N(CC(=O)N2CCCC2)S(C)(=O)=O)c1,106.4,104.0,110.2,1.9,112.2,4.4,109.6,0.0
N#CCCN(C(=O)CN1C(=O)NC2(CCCC2)C1=O)c1ccccc1F,100.0,97.8,102.3,1.2,96.6,-0.1,99.4,0.0
CC(C)S(=O)(=O)CC(=O)c1ccc(Cl)cc1,98.3,107.4,105.3,7.5,101.8,-0.2,103.4,0.0
CCCOc1cc(C)c(S(=O)(=O)N2CCOCC2)cc1C,114.2,93.4,94.3,4.5,76.4,-0.5,121.4,1.0
CN(C)S(=O)(=O)c1ccc2c(c1)c(=O)c(C(=O)N1CCOCC1)cn2C,102.1,100.4,93.3,7.1,97.7,4.6,101.8,1.0
COc1cc(C(O)P(=O)(OCC(C)C)OCC(C)C)cc(OC)c1OC (stereo not drawn),88.9,.,182.9*,0.6,108.2,2.9,53.3,0.0
CCCC(=O)NC(C)C(c1cccs1)N1CCN(c2ccccc2)CC1 (stereo not drawn),95.1,99.8,102.7,30.4,94.6,2.8,102.8,1.0
O=C(Nc1ccc(C(=O)N2CCCC2)cc1)c1ccccc1[N+](=O)[O-],98.8,91.5,93.8,-10.8,103.0,6.6,110.0,5.0
CCOC(=O)CC(N)c1cccc([N+](=O)[O-])c1 (stereo not drawn),94.8,103.1,103.9,10.4,94.6,7.6,91.9,1.0
CCc1cc(C(=O)N(C)CC(=O)N(CC(C)C)c2c(N)n(CC(C)C)c(=O)[nH]c2=O)sc1C,78.2,103.9,96.0,-0.1,.,-6.4,90.7,0.0
C=CCOc1c2ccc(C(=O)NCc3ccccc3OC)cc2nn1C,101.6,98.8,87.6,-1.2,74.3,-4.6,85.8,7.0
CC1Cn2c(nc3c2c(=O)[nH]c(=O)n3C)O1 (stereo not drawn),95.2,93.7,104.2,6.8,91.9,-0.3,93.8,0.0
CC(C)Cc1c(O)nc(SCC(=O)N2CCCCCC2)[nH]c1=O,87.0,94.4,112.5,-0.3,107.2,10.3,93.3,0.0
CCOC(=O)c1c(NC(=O)C2C3C=CC(C3)C2C(=O)O)sc2c1CCC(CC)C2 (stereo not drawn),100.2,96.7,90.0,12.2,82.8,24.6,114.3,3.0
COc1ccc(/C=C\C(=O)NCC(=O)N/N=C/c2cccc(OC)c2O)cc1,91.3,96.1,100.3,-6.2,92.7,2.3,93.5,0.0
COc1ccc(OC)c(NC(=O)NNC(=O)COc2ccc([N+](=O)[O-])cc2)c1,94.8,99.1,103.1,9.5,99.2,4.3,92.0,0.0
COc1ccc(CNC(=O)[C@@H]2CC=C[C@@H]3CCN(C4CCCCC4)C(=O)[C@@H]32)cc1,116.5,100.9,93.0,12.2,101.2,-10.6,87.4,1.0
COC(=O)Nc1nc(C)c(C(=O)c2ccccc2)s1,95.9,90.3,96.7,2.3,97.6,1.3,89.8,2.0
Cc1ccc(-n2nnnc2C(=Cc2ccc(N(C)C)cc2)c2nnnn2-c2ccc(C)cc2)cc1,94.6,95.3,93.3,26.0,92.0,-0.3,94.8,0.0
COc1ccc(/C=C/C2=CC(C)(C)NC(=S)N2)c(OC)c1,102.6,102.8,99.4,9.1,106.3,-5.9,106.7,0.0
COC(=O)CN1C(=O)C(C)(C)Oc2ccc(C(=O)Nc3cccc(OC)c3)cc21,105.9,105.4,105.0,8.3,97.5,-5.9,94.5,2.0
CCOC(=O)c1ccc(N=c2sc(C(=O)OC)cc(=O)n2Cc2ccc3c(c2)OCO3)cc1,102.6,104.2,93.7,-3.6,106.1,-6.7,105.3,1.0
O=C(CNC(=S)N(Cc1ccccc1)Cc1cccnc1)NCCN1CCOCC1,96.7,107.3,97.5,8.9,99.4,1.1,106.0,1.0
Cc1nnc(SCC(=O)Nc2ncc(Cl)cc2Cl)n1Cc1ccccc1,100.5,93.6,98.3,18.5,97.6,-9.4,102.2,0.0
